From PubChem BioAssay
TcdB GH inh – inhibitors of Clostridioides difficile toxin B glycohydrolase; TcdB glycohydrolase enzymatic assay, plate reader; inhibition, % at 9.99 µM; 350,000 tested, 0.24% active; P18177; in the data active means inhibition above about 10%
Target sequence (P18177 whole entry, looked up): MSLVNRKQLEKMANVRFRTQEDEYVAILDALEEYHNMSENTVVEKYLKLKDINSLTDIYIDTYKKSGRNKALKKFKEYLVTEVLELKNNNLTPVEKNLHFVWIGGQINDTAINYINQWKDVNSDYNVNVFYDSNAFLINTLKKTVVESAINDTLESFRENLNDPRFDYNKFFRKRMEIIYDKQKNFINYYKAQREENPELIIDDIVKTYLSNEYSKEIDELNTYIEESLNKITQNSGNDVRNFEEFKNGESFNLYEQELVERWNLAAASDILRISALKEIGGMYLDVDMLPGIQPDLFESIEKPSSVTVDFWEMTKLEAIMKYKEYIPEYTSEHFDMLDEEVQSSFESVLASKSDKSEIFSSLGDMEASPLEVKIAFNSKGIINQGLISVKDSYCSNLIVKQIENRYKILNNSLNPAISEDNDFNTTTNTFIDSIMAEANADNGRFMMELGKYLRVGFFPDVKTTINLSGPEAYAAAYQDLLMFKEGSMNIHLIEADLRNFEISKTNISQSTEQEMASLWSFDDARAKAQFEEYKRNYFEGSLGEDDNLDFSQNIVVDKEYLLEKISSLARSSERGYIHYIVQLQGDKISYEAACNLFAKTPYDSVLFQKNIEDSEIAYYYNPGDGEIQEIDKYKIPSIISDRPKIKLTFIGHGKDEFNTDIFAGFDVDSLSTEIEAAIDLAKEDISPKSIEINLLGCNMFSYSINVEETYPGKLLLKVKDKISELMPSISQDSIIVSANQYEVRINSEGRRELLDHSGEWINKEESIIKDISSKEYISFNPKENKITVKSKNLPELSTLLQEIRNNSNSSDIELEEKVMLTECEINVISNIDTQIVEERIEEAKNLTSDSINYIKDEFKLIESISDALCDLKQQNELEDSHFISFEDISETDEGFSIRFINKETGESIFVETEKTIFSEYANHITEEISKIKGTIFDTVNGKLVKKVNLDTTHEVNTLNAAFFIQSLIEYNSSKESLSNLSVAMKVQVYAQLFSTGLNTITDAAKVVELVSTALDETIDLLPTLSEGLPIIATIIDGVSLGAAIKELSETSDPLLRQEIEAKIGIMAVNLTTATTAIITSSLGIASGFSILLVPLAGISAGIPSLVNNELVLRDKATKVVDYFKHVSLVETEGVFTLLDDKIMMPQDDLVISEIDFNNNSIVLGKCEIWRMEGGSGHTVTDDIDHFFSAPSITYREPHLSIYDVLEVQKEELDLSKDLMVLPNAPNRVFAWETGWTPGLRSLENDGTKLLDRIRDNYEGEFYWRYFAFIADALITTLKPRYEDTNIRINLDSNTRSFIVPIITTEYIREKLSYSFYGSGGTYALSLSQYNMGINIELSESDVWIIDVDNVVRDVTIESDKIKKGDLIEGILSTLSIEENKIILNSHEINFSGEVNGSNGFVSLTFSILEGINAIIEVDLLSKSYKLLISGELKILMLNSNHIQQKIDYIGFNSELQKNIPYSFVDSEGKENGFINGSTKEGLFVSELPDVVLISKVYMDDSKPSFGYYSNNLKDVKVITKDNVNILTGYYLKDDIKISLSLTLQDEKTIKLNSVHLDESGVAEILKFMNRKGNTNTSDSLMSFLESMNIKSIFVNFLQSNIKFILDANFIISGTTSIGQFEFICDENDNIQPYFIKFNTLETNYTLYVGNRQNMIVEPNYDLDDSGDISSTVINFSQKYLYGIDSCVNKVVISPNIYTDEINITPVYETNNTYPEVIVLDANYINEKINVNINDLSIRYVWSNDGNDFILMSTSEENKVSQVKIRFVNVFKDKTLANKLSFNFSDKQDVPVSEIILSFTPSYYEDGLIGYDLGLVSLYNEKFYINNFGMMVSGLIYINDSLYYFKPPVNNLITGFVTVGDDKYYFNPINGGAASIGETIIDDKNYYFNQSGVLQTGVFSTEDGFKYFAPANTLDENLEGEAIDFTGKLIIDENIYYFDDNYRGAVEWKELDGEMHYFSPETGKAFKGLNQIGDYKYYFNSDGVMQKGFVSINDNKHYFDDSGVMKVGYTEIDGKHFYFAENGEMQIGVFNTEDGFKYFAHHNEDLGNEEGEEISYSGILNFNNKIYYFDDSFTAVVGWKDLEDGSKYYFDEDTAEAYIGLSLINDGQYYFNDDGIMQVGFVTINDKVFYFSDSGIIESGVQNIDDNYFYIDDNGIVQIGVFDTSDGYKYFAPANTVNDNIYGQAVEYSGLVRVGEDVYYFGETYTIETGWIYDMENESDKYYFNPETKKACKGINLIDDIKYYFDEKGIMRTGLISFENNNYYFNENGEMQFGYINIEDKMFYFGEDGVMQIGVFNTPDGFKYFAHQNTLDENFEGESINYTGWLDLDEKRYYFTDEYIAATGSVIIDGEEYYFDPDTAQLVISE
Numbers without * were called inactive; & = joins results of further samples.

structure,TcdB GH inh
C[C@H](CO)N1C[C@H](C)[C@H](CN(C)Cc2cccnc2)Oc2cc(-c3ccccc3F)ccc2S1(=O)=O,0.8
C[C@@H]1CN([C@@H](C)CO)C(=O)Cc2cc(NC(=O)Nc3ccc(C(F)(F)F)cc3)ccc2O[C@@H]1CN(C)S(C)(=O)=O,1.3
CN1CCN(C(=O)C[C@H]2CC[C@H]3[C@@H](COC[C@@H](O)CN3C(=O)Nc3ccc(Cl)cc3)O2)CC1,-2.2
O=C(C[C@@H]1CC[C@H]2[C@@H](COC[C@H](O)CN2CCC(F)(F)F)O1)NCC1CC1,-0.9
COCC(=O)Nc1ccc2c(c1)[C@H]1C[C@H](CC(=O)NCCc3ccccc3)O[C@H](CO)[C@H]1O2,0.3
Cc1ccc(S(=O)(=O)Nc2cccc3c2O[C@H](CN(C)S(=O)(=O)c2ccccc2)[C@@H](C)CN([C@@H](C)CO)C3=O)cc1,0.5
CC(C)NC(=O)N(C)C[C@@H]1Oc2ccc(NC(=O)CCCCCC(=O)Nc3ccccc3N)cc2C(=O)N([C@H](C)CO)C[C@H]1C,-1.4
N#C[C@H]1[C@@H](c2ccc(-c3cccnc3)cc2)[C@H](CO)N1C(=O)C1CC1,-0.8
CN(C)CC#Cc1ccc([C@@H]2[C@@H](CO)N3C(=O)CN(C(=O)c4cccnc4)C[C@@H]23)cc1,-0.8
C[C@H]1CN([C@@H](C)CO)C(=O)c2cc(C3=CCCC3)cnc2O[C@H]1CN(C)Cc1cccnc1,-1.4
C[C@H](CO)N1C[C@H](C)[C@@H](CN(C)S(=O)(=O)c2cccc(F)c2)Oc2ncc(-c3cccc(F)c3)cc2C1=O,0.1
Cc1ccc(S(=O)(=O)N(C)C[C@@H]2OCCCC[C@@H](C)Oc3ccc(NS(=O)(=O)c4cn(C)cn4)cc3C(=O)N([C@@H](C)CO)C[C@H]2C)cc1,0.1
Cc1ccc(S(=O)(=O)NCC[C@H]2CC[C@@H](NC(=O)CC3CC3)[C@H](CO)O2)cc1,0.8
CO[C@H]1CN(C)C(=O)c2cc(NC(=O)c3ccc4c(c3)OCO4)ccc2OC[C@@H](C)N(CC2CC2)C[C@H]1C,-1.5
C[C@@H]1CN([C@@H](C)CO)C(=O)c2cc(NC(=O)Nc3ccc4c(c3)OCO4)ccc2O[C@@H](C)CCCCO[C@H]1CN(C)C(=O)C1CCCCC1,0.3
COc1ccc2c3c(n(C)c2c1)[C@@H](CO)N(C(=O)C1CCCC1)CC31CCN(C(=O)CC2CC2)CC1,0.0
C[C@@H]1CCCCO[C@H](CN(C)S(=O)(=O)c2cn(C)cn2)[C@@H](C)CN([C@@H](C)CO)C(=O)c2cc(NC(=O)Nc3ccc(F)cc3)ccc2O1,0.8
O=C(Nc1ccccc1)N[C@H]1CC[C@H](CCNS(=O)(=O)c2cccc(F)c2)O[C@H]1CO,-0.6
O=C(NCCc1ccccc1)[C@@H]1[C@@H](CO)[C@@H]2Cn3c(cccc3=O)[C@H]1N2C(=O)C1CCCC1,0.3
COc1ccccc1-c1ccc([C@H]2[C@@H](CO)N(C(=O)NC3CCCC3)[C@H]2C#N)cc1,0.1
C[C@@H]1CCCCO[C@@H](CN(C)C(=O)C2CCCCC2)[C@H](C)CN([C@@H](C)CO)C(=O)c2cc(NC(=O)NC3CCCCC3)ccc2O1,-0.8
COCC(=O)N1CCC2(CC1)CN(Cc1ccc3c(c1)OCO3)[C@@H](CO)c1c2c2ccc(OC)cc2n1C,2.0
CCCC(=O)Nc1ccc2c(c1)C(=O)N(C)[C@@H]1CC[C@@H](CC(=O)NCCc3ccncc3)O[C@@H]1CO2,0.0
O=C(c1ccccn1)N1CC2(C1)[C@@H](c1ccccc1)[C@@H](CO)N2C(=O)CC1CC1,0.7
O=C(C[C@H]1CC[C@@H](NC(=O)Nc2ccc(C(F)(F)F)cc2)[C@H](CO)O1)NCCN1CCCC1,1.2
C[C@@H]1CN([C@H](C)CO)C(=O)c2cccc(NS(=O)(=O)c3cccs3)c2O[C@H]1CN(C)Cc1ccc(-c2ccccc2)cc1,-3.0
CC(=O)N(C)C[C@@H]1Oc2cc(-c3ccccc3C)ccc2S(=O)(=O)N([C@H](C)CO)C[C@@H]1C,-0.9
C[C@H](CO)N1C[C@H](C)[C@@H](CN(C)S(C)(=O)=O)OCc2cn(nn2)CCCC1=O,-0.6&0.3
CNC[C@@H]1Oc2c(NS(C)(=O)=O)cccc2C(=O)N([C@H](C)CO)C[C@H]1C,-0.8
CCCN(C)C[C@@H]1Oc2cc(C3=CCCCC3)ccc2S(=O)(=O)N([C@@H](C)CO)C[C@@H]1C,-0.9
CN(C)C(=O)c1ccc(-c2ccc([C@H]3[C@@H](CO)N4CCCCN(C(=O)C5CC5)C[C@@H]34)cc2)cc1,1.5
CCCNC(=O)[C@@H]1N[C@@H]2c3ccc(C4=CCCCC4)c(=O)n3C[C@@H]2[C@H]1CO,0.5
C[C@@H]1CN([C@@H](C)CO)C(=O)c2cc(NC(=O)Nc3cccc4ccccc34)ccc2O[C@@H](C)CCCCO[C@H]1CN(C)Cc1ccc(C(=O)O)cc1,0.3
C[C@H]1CCCCO[C@@H](CN(C)S(=O)(=O)c2ccccc2)[C@@H](C)CN([C@@H](C)CO)C(=O)c2cc(N(C)C)ccc2O1,-19
O=C([C@@H]1[C@@H](CO)[C@@H]2Cn3c(ccc(-c4ccncc4)c3=O)[C@@H]2N1CCC(F)(F)F)N1CCCCC1,-7.6
CN1CCN(C(=O)C[C@H]2C[C@@H]3c4cc(NC(=O)NC5CCCC5)ccc4O[C@@H]3[C@@H](CO)O2)CC1,-0.7
C[C@H](CO)N1C[C@H](C)[C@H](CN(C)C)OCc2ccccc2-c2ccccc2C1=O,0.1
O=C(C[C@H]1CC[C@H]2[C@@H](COC[C@@H](O)CN2Cc2cccc(-c3ccncc3)c2)O1)N1CCCCC1,-0.2
C[C@@H]1CN([C@H](C)CO)C(=O)c2cc(-c3cccc(C(=O)N(C)C)c3)cnc2O[C@@H]1CN(C)CC1CC1,-1.5
C[C@H]1CN([C@@H](C)CO)C(=O)c2cc(/C=C/c3ccccc3)cnc2O[C@@H]1CN(C)C(=O)c1cccnc1,1.1
CCNC(=O)C[C@@H]1CC[C@H]2[C@@H](COC[C@@H](O)CN2Cc2ccccc2F)O1,-1.1
O=S(=O)(c1ccc(F)cc1)N1CCCCN2[C@H](C1)[C@H](c1ccc(-c3cncnc3)cc1)[C@@H]2CO,0.3
CO[C@H]1CN(C)C(=O)c2ccc(NC(C)=O)cc2OC[C@@H](C)N(C(=O)C2CC2)C[C@H]1C,1.4
CCc1cc2c(nc1CC)CCCN2S(=O)(=O)c1ccc(C)cc1,4.6
CO[C@@H]1CN(C)C(=O)c2ccc(NS(=O)(=O)CC(F)(F)F)cc2OC[C@@H](C)N(CCC(F)(F)F)C[C@H]1C,1.0
COCC(=O)Nc1ccc2c(c1)C(=O)N(C)[C@@H]1CC[C@@H](CC(=O)N3CCc4ccccc4C3)O[C@H]1CO2,0.7
O=C(Nc1cc(F)ccc1F)N[C@@H]1CC[C@H](CCn2cc(C3CC3)nn2)O[C@H]1CO,0.5
CCCC(=O)Nc1ccc2c(c1)C(=O)N(C)[C@H]1CC[C@H](CC(=O)NCCCN(C)C)O[C@@H]1CO2,-0.2
CCCC#Cc1ccc([C@@H]2[C@H]3CN(S(C)(=O)=O)CCCCN3[C@H]2CO)cc1,0.9
C[C@H](CO)N1C[C@H](C)[C@H](CN(C)S(=O)(=O)c2ccc(F)cc2)Oc2ccc(NC(=O)Cn3cnnn3)cc2C1=O,-0.2

More entries
structure,TcdB GH inh
C[C@H](CO)N1C[C@H](C)[C@@H](CN(C)CC2CCCC2)OCc2cnnn2CCCC1=O,-1.3
CS(=O)(=O)N1[C@@H](C#N)[C@@H](c2ccccc2-c2ccc(F)cc2)[C@@H]1CO,0.6
C[C@@H]1CN([C@@H](C)CO)C(=O)c2cc(NC(=O)Cc3ccccc3)ccc2O[C@@H](C)CCCCO[C@H]1CN(C)C(=O)c1ccccc1,-1.0
COc1ccc(NC(=O)Nc2ccc3c(c2)C(=O)N([C@@H](C)CO)C[C@H](C)[C@H](CN(C)C(=O)c2ccccc2)OCCCC[C@H](C)O3)cc1,0.3
COc1ccc(C#Cc2ccc3c(c2)O[C@H](CN(C)C(=O)Nc2cccc(OC)c2)[C@H](C)CN([C@@H](C)CO)S3(=O)=O)cc1,-1.4
C[C@@H]1CN([C@H](C)CO)C(=O)c2cc(C#CC3CC3)cnc2O[C@H]1CN(C)C,0.6
CCCNC(=O)N1C[C@@H](C)[C@@H](OC)CN(C)C(=O)c2cc(NC(C)=O)ccc2OC[C@@H]1C,-0.3
C[C@@H]1CN([C@H](C)CO)C(=O)c2cccc(NS(=O)(=O)c3ccc(Cl)cc3)c2O[C@@H]1CN(C)Cc1ccc(Oc2ccccc2)cc1,0.7
O=C(C[C@H]1CC[C@H]2[C@@H](COC[C@@H](O)CN2C(=O)c2ccccc2)O1)N1CCc2ccccc2C1,-1.0
CC(C)NC(=O)N[C@H]1CC[C@@H](CC(=O)N2CCCCC2)O[C@H]1CO,2.1
C[C@@H]1CN([C@H](C)CO)C(=O)c2cc(NC(=O)c3ccncc3)ccc2O[C@H]1CN(C)C(=O)Nc1ccc(C(F)(F)F)cc1,-1.3
C[C@@H]1CN([C@@H](C)CO)C(=O)c2cc(NC(=O)C3CC3)ccc2O[C@H]1CN(C)S(=O)(=O)c1ccc(F)cc1,0.7
CN(C)Cc1cn(CC[C@@H]2CC[C@H](NC(=O)Nc3ccc4c(c3)OCO4)[C@H](CO)O2)nn1,-1.2
C[C@@H]1CN([C@@H](C)CO)C(=O)Cc2cc(NC(=O)Cn3cnnn3)ccc2O[C@@H]1CN(C)Cc1ccncc1,0.3
C[C@@H]1CN([C@@H](C)CO)C(=O)c2ccccc2-c2ccccc2CO[C@@H]1CN(C)C(=O)c1cc(Cl)cc(Cl)c1,0.5
CCC(=O)N1C[C@@H](O)COC[C@@H]2O[C@@H](CC(=O)N3CCCCC3)CC[C@H]21,-0.5
CCC(=O)N1[C@@H]2c3ccc(-c4ccccc4)c(=O)n3C[C@@H]2[C@@H](CO)[C@@H]1C(=O)N1CCCCC1,0.1
C[C@@H]1CN([C@H](C)CO)C(=O)c2cccc(NS(=O)(=O)c3cn(C)cn3)c2O[C@@H]1CN(C)Cc1ccc(C(F)(F)F)cc1,-0.7
CC=Cc1ccc2n(c1=O)C[C@@H]1[C@@H](CO)[C@H](C(=O)N3CCc4ccccc4C3)N[C@H]21 (mixture of isomers),-2.3
COCC(=O)Nc1ccc2c(c1)[C@H]1C[C@@H](CC(=O)NCc3ccccn3)O[C@@H](CO)[C@H]1O2,-4.4

Reformatted: four of the compounds above
C[C@@H]1CN([C@H](C)CO)C(=O)c2cccc(NS(=O)(=O)c3cn(C)cn3)c2O[C@@H]1CN(C)Cc1ccc(C(F)(F)F)cc1
  TcdB GH inh: -0.7

C[C@@H]1CN([C@@H](C)CO)C(=O)Cc2cc(NC(=O)Cn3cnnn3)ccc2O[C@@H]1CN(C)Cc1ccncc1
  TcdB GH inh: 0.3

COCC(=O)Nc1ccc2c(c1)[C@H]1C[C@@H](CC(=O)NCc3ccccn3)O[C@@H](CO)[C@H]1O2
  TcdB GH inh: -4.4

CCC(=O)N1C[C@@H](O)COC[C@@H]2O[C@@H](CC(=O)N3CCCCC3)CC[C@H]21
  TcdB GH inh: -0.5

Continuation.
structure,TcdB GH inh
O=C(C[C@@H]1CC[C@@H]2[C@H](COC[C@H](O)CN2C(=O)Nc2ccc(F)cc2)O1)NC1CCC1,0.2
C[C@@H]1CCCCO[C@H](CN(C)Cc2ccc(Cl)c(Cl)c2)[C@@H](C)CN([C@H](C)CO)C(=O)c2cc(NS(=O)(=O)c3ccccc3)ccc2O1,-1.9
Cc1noc(C)c1S(=O)(=O)Nc1cccc2c1O[C@H](CN(C)Cc1ccc(Cl)c(Cl)c1)[C@H](C)CN([C@@H](C)CO)C2=O,1.2
COCC(=O)N1C[C@@H]2[C@H](c3ccccc31)[C@H](CO)N2C(=O)c1ccccc1F,0.1
C[C@@H]1CN([C@@H](C)CO)C(=O)c2cc(C3=CCCCC3)cnc2O[C@@H]1CN(C)C(=O)C1CCOCC1,-0.6
CCOC(=O)[C@]12CCCC=C1N(CCC1=CCCCC1)C(=O)[C@H](CC(=O)NCc1cccc3ccccc13)C2,0.6
COc1ccc(S(=O)(=O)N2CC[C@@H]3[C@H]2c2cc(C#Cc4cccnc4)ccc2N[C@@H]3CO)cc1,0.7
COC(=O)[C@H]1[C@H](CO)[C@H]2Cn3c(ccc(-c4ccccc4)c3=O)[C@@H]1N2S(=O)(=O)c1ccccc1C,-0.4
COc1ccc(CN2CC3(CN(C(=O)C4CCC4)C3)c3c(n(C)c4cc(OC)ccc34)[C@@H]2CO)cc1,-1.4
O=C(NCC[C@H]1CC[C@H](NC(=O)C2CCC2)[C@H](CO)O1)c1ccc(F)cc1,-1.5
O=C(C[C@@H]1C[C@@H]2c3cc(NC(=O)Nc4ccc(C(F)(F)F)cc4)ccc3O[C@@H]2[C@@H](CO)O1)NCc1ccccn1,-0.4
C[C@H]1CN([C@@H](C)CO)C(=O)Cc2cc(NC(=O)Cc3ccccc3)ccc2O[C@@H]1CN(C)Cc1ccc(Cl)c(Cl)c1,0.8

A portion of the library; count on the stated rates, not on these rows.
